Screening data from PubChem.
Arrestin-AP2 inh: human beta-arrestin and AP2 interaction inhibition | FITC-arrestin peptide / GST-AP2 beads, flow cytometry; AP2 beta2 appendage carries R879A mutation | inhibition, % at 10 µM | 0.31% of 340,000 active;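 active means inhibition above a set limit, near 3 SD of compounds lacking own fluorescence, cut at about 54% in these data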;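 further: plate controls were DMSO wells for no effect and 5 µM unlabelled arrestin peptide for full effect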
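System: GST-AP2 R879A glutathione beads. Medium: PBS with 0.05% Tween 20 and 0.1% BSA. Also added: FITC-arrestin peptide, 50 nM. Incubation: 12 min plus 1 h, RT. Measured by: high-throughput flow cytometry of beads, ex 488, em 535 nm. Evaluation: percent drop in bead-associated FITC signal.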
RTF Ca sens inh: cardiac RTF calcium desensitization. P19429+P45379. 0.12% of 340,000 active. AID 493244. inhibition, % at 7.15 µM. IANBD-labeled cardiac RTF, Ca2+ fluorescence;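 active means inhibition above the mean inhibition of all tested compounds plus 3 SD, cut at about 17% in these data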;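 further: assay run at fixed EC70 calcium of 1.6 mM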
DAGLB inhibitor: blocks human DAGLB lipase activity. AID 504411. Q8NCG7. HEK293T DAGLB membrane lysate, EnzChek fluorogenic substrate. inhibition, % at 5.17 µM. 0.059% of 340,000 active; in the data active means inhibition above about 34%;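 further: 0% = enzyme with vehicle and 100% = wells lacking enzyme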
Pemphigus Ab inh: blocks pemphigus antibody binding to human desmoglein-3; P32926; DSG3-coupled beads, scFv-anti-DSG3-GFP binding, flow cytometry; stronger effect = lower value; binding (percent of control), % at 10 µM; 0.48% of 310,000 active;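 active means binding more than 3 SD below its plate's average and above zero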;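 further: hits lower antibody fragment binding to DSG3; some compounds called inactive have numbers as strong as hits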
Target sequence (P32926 whole entry, looked up, the tested form may be a part): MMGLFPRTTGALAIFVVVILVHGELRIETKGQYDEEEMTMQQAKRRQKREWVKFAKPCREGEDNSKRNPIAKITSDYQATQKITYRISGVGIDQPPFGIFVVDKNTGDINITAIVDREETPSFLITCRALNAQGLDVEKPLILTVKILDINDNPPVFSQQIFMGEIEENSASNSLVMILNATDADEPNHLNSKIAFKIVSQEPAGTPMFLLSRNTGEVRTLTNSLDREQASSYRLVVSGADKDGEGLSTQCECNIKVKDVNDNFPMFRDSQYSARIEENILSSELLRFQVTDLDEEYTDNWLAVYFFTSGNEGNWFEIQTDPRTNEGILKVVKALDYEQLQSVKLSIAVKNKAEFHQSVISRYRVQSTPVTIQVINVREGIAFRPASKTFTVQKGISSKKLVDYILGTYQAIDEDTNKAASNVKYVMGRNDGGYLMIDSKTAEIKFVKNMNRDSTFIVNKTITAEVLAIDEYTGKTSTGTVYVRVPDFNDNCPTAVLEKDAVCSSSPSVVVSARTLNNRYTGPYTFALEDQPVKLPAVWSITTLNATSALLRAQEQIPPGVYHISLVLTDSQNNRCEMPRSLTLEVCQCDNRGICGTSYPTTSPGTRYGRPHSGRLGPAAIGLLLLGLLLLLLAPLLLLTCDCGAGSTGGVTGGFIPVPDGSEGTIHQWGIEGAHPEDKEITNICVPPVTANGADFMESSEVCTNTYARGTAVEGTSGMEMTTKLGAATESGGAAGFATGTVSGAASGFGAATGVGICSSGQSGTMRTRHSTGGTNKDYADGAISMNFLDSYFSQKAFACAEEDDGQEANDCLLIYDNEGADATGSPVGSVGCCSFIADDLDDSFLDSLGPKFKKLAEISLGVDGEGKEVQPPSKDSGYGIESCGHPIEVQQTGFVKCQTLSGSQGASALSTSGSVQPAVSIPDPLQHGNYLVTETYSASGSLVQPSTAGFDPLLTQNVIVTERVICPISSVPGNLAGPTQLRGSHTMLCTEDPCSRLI
CAL PDZ FP-1: human CAL PDZ-peptide interaction inhibition | inhibition, % at 20 µM | Q9HD26 | 0.02% of 330,000 active | purified CAL PDZ, TMR-peptide fluorescence polarization, 1 h | AID 504414;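 active means highest replicate inhibition of at least 40%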;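 further: plate controls were DMSO neutral control wells for no effect and unlabeled competitor peptide control wells for full effect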
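material = purified tagged CAL PDZ domain construct (CerCALP) | buffer or medium = sodium phosphate/NaCl buffer pH 7.4 with TCEP, IgG, Thesit | reagent = TMR-labelled reporter peptide T*-PRC34 bound in PDZ groove | incubation = 1 h room-temperature incubation prior to read | measured by = fluorescence polarization (mP) | evaluation = percent inhibition from loss of millipolarization | control set = unlabelled peptide and DMSO controls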
NSD2 inh: inhibitors of human histone methyltransferase NSD2; inhibition, % at 12.5 µM; 0.54% of 310,000 active; NSD2 peptide methylation, AlphaScreen, 120 min; O96028; in the data active means inhibition above about 50%
V-ATPase pHluor: yeast V-ATPase proton transport regulation by pHLuorin. 0.37% of 350,000 active. S. cerevisiae, pHLuorin cytosolic pH fluorescence. AID 504577. response, % at 10 µM; in the data active means response mostly above about 7.3%, no sharp cut-off; inactive means mostly below about 5.4%; further: actives read high; inactives centre near 0; some compounds called inactive have numbers as strong as hits
C-LANA FP: inhibitors of KSHV LANA C-terminal domain DNA binding; MBP-C-LANA/FAM-LBS DNA binding, fluorescence polarization; AID 504423; inhibition, % at 9 µM; 0.078% of 340,000 active;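 active means highest replicate inhibition at or above 60% at 9 µM, even if other replicates fall short; inactive means all replicates below 60% inhibition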;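 further: 0% = neutral control wells and 100% = 4 µM acridine orange control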
CAL PDZ FP-2: inhibitors of human CAL PDZ peptide binding. Q9HD26. 0.92% of 300,000 active. AID 602252. purified CAL PDZ, TMR-peptide fluorescence polarization, 1 h. inhibition, % at 24.9 µM;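 active means mean inhibition of at least 30% with at least half of replicates also reaching 30%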;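 further: 0% = DMSO neutral control and 100% = excess unlabeled competitor peptide PRC23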
Keap1-Nrf2 PPI: inhibitors of human Keap1-Nrf2 protein-protein interaction | Q14145 | Keap1 Kelch-Nrf2 peptide fluorescence polarization, 1536-well | inhibition, % at 9.4 µM | 0.15% of 340,000 active; in the data active means inhibition above about 12%;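 further: human Keap1 Kelch domain with fluorescein labeled Nrf2 9mer peptide probe; 0% = neutral control wells and 100% = peptide positive control; higher means more block of Keap1 binding to Nrf2 peptide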
* = called active by the depositor; x = no result given. This is a subset (hit frequency here may not be typical).

| structure | Arrestin-AP2 inh | RTF Ca sens inh | DAGLB inhibitor | Pemphigus Ab inh | CAL PDZ FP-1 | NSD2 inh | V-ATPase pHluor | C-LANA FP | CAL PDZ FP-2 | Keap1-Nrf2 PPI |
| --- | --- | --- | --- | --- | --- | --- | --- | --- | --- | --- |
| CC(C)CC1(C)NC(=O)N(Cc2cc([N+](=O)[O-])cc3c2OCOC3)C1=O (centres undefined) | 20 | 5 | -3 | 92 | 1.1 | 0 | 3 | -2.9 | -5 | -1 |
| Cc1cccc(OCC(=O)Nc2ccc(N3CCN(S(C)(=O)=O)CC3)cc2)c1 | 13 | -16 | 3 | x | -1.3 | -3 | -5 | 0.1 | 5 | -5 |
| Cc1ccccc1-c1nnc(SCC(=O)NCC2CCCO2)o1 (centres undefined) | 11 | -6 | -3 | x | 1.8 | 0 | -1 | 0.7 | 10 | 0 |
| CCOC(=O)c1c(O)c2c(n(Cc3ccco3)c1=O)CCCC2 | 17 | 2 | 2 | 101 | -0.8 | 0 | 4 | 0.3 | 0 | -2 |
| CCCOc1cc(N(CC)CC)ccc1/C=C(/C#N)c1nc2ccc(C)cc2[nH]1 | -4 | -189 | -90 | 296 | -2.1 | x | -4 | -0.2 | -6 | -6 |
| CC(=O)Nc1ccc(SC[C@H](C)CN2CC[C@H](C(C)(C)C)CCC2=O)cc1 | 8 | 5 | 2 | 106 | 1.0 | x | -1 | 0.5 | -2 | -3 |
| O=c1ccc(S(=O)(=O)N2CCCC2)cn1Cc1nc(-c2ccccc2)no1 | -6 | -3 | -1 | 117 | -0.6 | 0 | 1 | 1.7 | -3 | -5 |
| CN(C)C(=N)c1n[nH]nc1SCc1ccccc1 | 8 | -7 | 0 | 101 | -2.7 | 39 | -1 | 0.9 | -2 | 5 |
| CCOC(=O)N/N=C/c1ccc(N2CCOCC2)s1 | -7 | 4 | 3 | 103 | 0.1 | -1 | 0 | 1.0 | -1 | -4 |
| COC(=O)C(C)Oc1ccc(=O)[nH]n1 (centres undefined) | 8 | -25 | 0 | 102 | x | -3 | 1 | -0.1 | -5 | -2 |
| Cc1ccc(C)c(S(=O)(=O)Nc2ccccc2C(=O)Nc2ccccc2N2CCOCC2)c1 | -5 | 5 | 0 | 102 | -2.3 | 0 | -1 | -0.8 | -2 | -1 |
| Cc1ccc(NC(=O)CSCC(=O)NCc2cccc(C(F)(F)F)c2)cc1 | -15 | -2 | -4 | 104 | -1.9 | -2 | 2 | -1.3 | 1 | -1 |
| O=C(c1ccc(CNS(=O)(=O)c2ccc(Br)cc2)cc1)N1CCCC1 | 8 | -3 | -3 | 97 | -0.2 | -3 | 4 | 0.4 | x | 0 |
| CCOc1ccc(NC(=O)CN(C)C(=O)/C=C/c2ccco2)cc1OCC | -3 | -2 | 1 | 103 | -0.2 | -1 | 0 | 0.6 | x | 1 |
| O=C(NCC1CCCO1)C1CCCN1C(=O)Nc1ccc(Cl)c(Cl)c1 (centres undefined) | 13 | -1 | -3 | 102 | -2.4 | -3 | -2 | 0.1 | -1 | -1 |
| COc1ccc2cc(-c3cc(C(=O)OCC(=O)NC4CCS(=O)(=O)C4)c4ccccc4n3)ccc2c1 (centres undefined) | 106* | 5 | -2 | 4.6* | -2.3 | -2 | -3 | 2.2 | -2 | -4 |
| Cn1cc(C(=O)OCC2CCN(CCNS(C)(=O)=O)CC2)c2ccccc21 | -9 | 3 | 2 | 103 | -2.2 | x | -3 | 1.2 | x | -1 |
| CS(=O)(=O)N1CCc2cc(C(=O)Nc3ccccc3Br)ccc21 | 34 | 1 | -1 | 95 | -0.4 | 0 | -1 | 2.7 | -1 | 2 |
| COc1cc(NS(=O)(=O)c2csc(C(N)=O)c2)cc(OC)c1 | 22 | 0 | -1 | 99 | 0.6 | 0 | -2 | -0.6 | -2 | 2 |
| O=C1N[C@@H](Cc2ccccc2)COC(=O)[C@H](Cc2ccc(F)cc2)CC/C=C/C[C@H]1CC(=O)N(CCO)Cc1ccccc1 | x | -21 | -3 | 97 | -1.0 | x | -1 | 0.3 | -4 | -1 |
| Cc1cc(C)c2c(SC(C)C)nc(N)nc2n1 | 25 | -61 | -8 | 94 | -0.3 | 30 | -1 | 14 | -6 | 23* |
| COc1cccc(OCCNCc2ccccc2)c1 | -5 | 1 | 0 | 111 | -1.3 | 4 | 1 | -1.8 | 3 | -1 |
| Cc1nn(CC(=O)N2CCN(C)CC2)c(=O)c2c1sc1ccccc12 | 7 | 1 | 1 | 104 | 0.2 | -3 | -6 | 0.3 | 1 | -6 |
| CC1C(c2ccccc2)OCCN1C(=S)Nc1ccc(S(=O)(=O)N2CCCCC2)cc1 (centres undefined) | x | x | -1 | 105 | x | 47 | -3 | x | x | x |

Profiles from above. Screens in order: Arrestin-AP2 inh | RTF Ca sens inh | DAGLB inhibitor | Pemphigus Ab inh | CAL PDZ FP-1 | NSD2 inh | V-ATPase pHluor | C-LANA FP | CAL PDZ FP-2 | Keap1-Nrf2 PPI
`O=C(c1ccc(CNS(=O)(=O)c2ccc(Br)cc2)cc1)N1CCCC1` as listed: 8 | -3 | -3 | 97 | -0.2 | -3 | 4 | 0.4 | x | 0
`CS(=O)(=O)N1CCc2cc(C(=O)Nc3ccccc3Br)ccc21` as listed: 34 | 1 | -1 | 95 | -0.4 | 0 | -1 | 2.7 | -1 | 2
`Cc1cc(C)c2c(SC(C)C)nc(N)nc2n1` as listed: 25 | -61 | -8 | 94 | -0.3 | 30 | -1 | 14 | -6 | 23*
`Cc1nn(CC(=O)N2CCN(C)CC2)c(=O)c2c1sc1ccccc12` as listed: 7 | 1 | 1 | 104 | 0.2 | -3 | -6 | 0.3 | 1 | -6
`COc1ccc2cc(-c3cc(C(=O)OCC(=O)NC4CCS(=O)(=O)C4)c4ccccc4n3)ccc2c1` (centres undefined) as listed: 106* | 5 | -2 | 4.6* | -2.3 | -2 | -3 | 2.2 | -2 | -4

Continuation.
| structure | Arrestin-AP2 inh | RTF Ca sens inh | DAGLB inhibitor | Pemphigus Ab inh | CAL PDZ FP-1 | NSD2 inh | V-ATPase pHluor | C-LANA FP | CAL PDZ FP-2 | Keap1-Nrf2 PPI |
| --- | --- | --- | --- | --- | --- | --- | --- | --- | --- | --- |
| COc1ccc(CCNC(=O)C2CC(c3cc(C(F)(F)F)cc(C(F)(F)F)c3)=NO2)cc1 (centres undefined) | 2 | -2 | -5 | 101 | 0.0 | x | -4 | 1.2 | 1 | 0 |
| CN1c2ccccc2C(C)(C)C12CCCC(=O)N2 (centres undefined) | 22 | -13 | -2 | 110 | 1.0 | -2 | 14 | 6.3 | -4 | -8 |
| COc1ccc([C@@H]2[C@@H]3C(=O)N(C(C)(C)C)C(=O)[C@@H]3[C@]3(CC(C)C)C(=O)N(c4ccc(C(F)(F)F)cc4)C(=O)N23)cc1 | -5 | -17 | -2 | 105 | -0.1 | x | 6 | -2.5 | -2 | 3 |
| O=c1cc(CSc2nnc(COc3ccc(Cl)cc3)o2)c2ccccc2[nH]1 | -6 | -11 | 1 | x | -0.6 | x | 0 | 0.8 | 1 | 2 |
| O=C(NC(=S)NNC(=O)c1ccccc1O)c1cccc([N+](=O)[O-])c1 | 0 | -6 | 3 | 93 | -0.2 | 1 | 2 | 0.7 | -3 | 1 |
| CCS(=O)(=O)Nc1cccc(C2=NN(S(=O)(=O)CC)C(c3cccs3)C2)c1 (centres undefined) | -3 | 5 | 1 | 103 | -1.9 | 1 | 1 | -0.8 | -2 | -9 |
| COc1ccc(C2=NOC(C(=O)Nc3cccnc3Cl)C2)cc1 (centres undefined) | -3 | -4 | 0 | 109 | -1.6 | -1 | 2 | 0.2 | -1 | 0 |
| CCC(C)c1ccc(OCC(=O)NNC(=O)C2CCCCC2)cc1 (centres undefined) | 20 | 1 | -5 | 106 | -0.6 | 0 | 6 | -1.2 | 4 | -3 |
| COc1ccccc1NC(=O)Nc1ccc(C(N)=O)cc1 | -3 | -9 | 0 | 113 | -1.3 | -5 | 0 | 2.3 | 3 | -5 |
| COc1cc(/C=C/c2ccc3cccc([N+](=O)[O-])c3n2)ccc1OCC#N | 3 | -7 | 0 | 103 | -1.4 | 0 | -2 | -1.3 | -4 | -2 |
| O=C(CN1C(=O)NC2(CCCC2)C1=O)Nc1cc(Cl)ccc1N1CCCCC1 | -6 | -4 | 0 | x | -2.6 | -1 | 4 | 0.9 | -3 | -3 |
| CCCCNC(=O)n1c(=O)oc2ccc(Cl)cc21 | 3 | -6 | -3 | 100 | -1.3 | 0 | -2 | -1.4 | 0 | -6 |
| O=C(Nc1ccc(F)cc1)Nc1ccccc1F | 16 | -12 | 0 | 103 | -1.3 | -3 | 14 | -2.7 | -1 | 1 |
| O=C(Nc1ccc(S(=O)(=O)NCc2ccco2)cc1)C1CCCCC1 | -18 | 7 | 1 | 102 | -2.3 | 1 | -2 | 0.4 | 0 | -2 |
| COc1cc(C(=O)OCC2CC(c3ccccc3)=NO2)cc(OC)c1OC (centres undefined) | 11 | -4 | -5 | 99 | -1.0 | 0 | -1 | -0.4 | x | -3 |
| CCCN(CCC)CCNC(=O)C1CCN(Cc2nc(-c3ccc(Cl)cc3)oc2C)CC1 | 24 | 0 | 0 | 100 | -1.1 | 19 | 4 | -0.4 | -6 | -1 |
| COc1ccc(OCC(O)CN2CCNCC2)cc1 (centres undefined) | 16 | -5 | 0 | 105 | 0.1 | -4 | -1 | -3.1 | 7 | 1 |
| O=C(c1ccc(C#CC2(O)CCCCC2)cc1)N1CCN(C(c2ccccc2)c2ccccc2)CC1 | 3 | -5 | 4 | 102 | -1.0 | 0 | -3 | -0.9 | 1 | -6 |
| O=C1CCN(Cc2ccccc2)S(=O)(=O)c2c(F)cc(F)cc21 | -4 | -1 | -2 | 109 | -0.1 | x | 3 | 4.0 | -2 | 1 |
| O=C(COC(=O)c1ccccc1NCCO)NNC(=O)c1cccs1 | 35 | -9 | 0 | 104 | -1.8 | 0 | -2 | 0.2 | 2 | 1 |
| CCN1CCN(CCOc2cccc(Oc3ccccc3)c2)CC1 | 7 | -5 | -3 | 98 | 0.8 | 10 | 0 | 0.0 | x | 0 |
| O=C(c1cc(-c2ccc(Br)cc2)n[nH]1)N1CCN(C(=O)c2ccccc2Br)CC1 | 24 | -3 | 0 | x | -1.5 | -3 | 5 | 0.1 | 7 | 1 |
| CCOc1ccc(-c2nnc(N)o2)cc1 | 15 | -6 | 0 | 96 | 0.8 | -4 | -1 | -0.4 | 4 | -2 |
| CCN(CC)CCN1C(=O)c2ccccc2NC1c1ccc(F)cc1 (centres undefined) | -3 | -9 | 2 | 105 | -1.0 | 13 | 4 | 0.1 | -4 | -8 |
| Cn1cnc2c1c(=O)n(Cc1ccc(Cl)cc1Cl)c(=O)n2C | 30 | -7 | 0 | 96 | -2.2 | 12 | -2 | 0.3 | x | 1 |
| Cc1csc(NC(=O)CSc2nnnn2C)n1 | 0 | -1 | 1 | 103 | -2.9 | 3 | 0 | -0.9 | -2 | 2 |
| COc1ccccc1CNC(=O)CCCN1C(=O)NC2(CCCC2)C1=O | -11 | -3 | 1 | 100 | -1.8 | -2 | 0 | -0.4 | 4 | 1 |
